AmpC det inh: blocks E. coli AmpC beta-lactamase in presence of detergent; purified AmpC, nitrocefin hydrolysis with detergent; Potency, µM (top dose mostly 28.7 µM), inactives show at the top dose activity change, negative = inhibition; 71,000 compounds, 0.09% hits; active = well fitted curve in the direction sought with a large enough effect
Target sequence (P00811 whole entry, looked up): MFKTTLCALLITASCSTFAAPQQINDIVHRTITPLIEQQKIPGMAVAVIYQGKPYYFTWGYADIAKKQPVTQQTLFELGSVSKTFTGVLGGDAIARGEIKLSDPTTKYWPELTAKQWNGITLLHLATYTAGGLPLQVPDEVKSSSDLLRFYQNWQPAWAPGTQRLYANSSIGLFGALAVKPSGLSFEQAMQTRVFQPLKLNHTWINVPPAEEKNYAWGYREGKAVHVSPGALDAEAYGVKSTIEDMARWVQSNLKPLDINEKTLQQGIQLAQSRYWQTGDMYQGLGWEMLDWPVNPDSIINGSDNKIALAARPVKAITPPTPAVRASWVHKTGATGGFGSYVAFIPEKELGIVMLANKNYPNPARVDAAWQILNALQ
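E. coli AmpC (5.3 nM) in 20 mM phosphate pH 7.0 with 0.01% Triton X-100, preincubated 15 min RT with compound; nitrocefin (2 uL of 800 uM stock) hydrolysis followed by 480 nm absorbance every 20 s over 4 min.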
Active calls of the source: *; [ ] = dose if it differs, or a comment. % is set by controls: 0 for no effect and ±100 for the full control effect; potency is the fitted concentration of half-maximal effect. The list is partial, so the mix of outcomes need not match the whole.

SMILES	AmpC det inh
Cc1ccc(-n2c(=O)cc(N3CCC(C)CC3)[nH]c2=O)cc1	-4.5%
COc1ccc(S(=O)(=O)Nc2cc(C(=O)NCCC(C)C)ccc2N2CCOCC2)cc1	-2.3%
COc1ccc2[nH]cc(CCNc3ncncc3-c3ccccc3OC)c2c1	-1.6%
O=C(O)c1cccc(NS(=O)(=O)c2ccc(Cl)c(C(=O)O)c2)c1	7.3%
CCc1nnc(NC(=O)CSc2nnc3ncccn23)s1	10.9%
CCCc1ccc(OCCNC(=O)CC)cc1	-4.0%
O=C(O)c1cccc(CSc2ncccn2)c1	-5.0%
COc1ccc(N2CCN(CC(=O)Nc3c(C)cc(C)cc3C)CC2)cc1	-6.3%
CO[C@]1(NC(=O)Cc2cccs2)C(=O)N2C(C(=O)O)=C(COC(N)=O)CS[C@H]21	5.01µM*
O=C1COc2cccnc2N1	-3.1%
O=C(c1csnn1)N1CCC2(CC1)CCN(c1cccc(-c3ccccc3)c1)CC2	-0.5%
CC(=O)NCCC(=O)Nc1ccc(C)c(F)c1	-1.9%
Cc1nnc(SCc2cnc(-c3ccc(C(C)C)cc3)s2)n1C	0.9%
CN1C(=O)N(c2cccc3ccccc23)C(n2cncn2)C1(C)C (centres undefined)	-0.5%
COc1ncc2nc(-c3ccc(Cl)cc3)c(=O)n(C)c2n1	0.0%
Cc1ccc2c(c1)nnn2C1CCN(CC(=O)N2CCN(c3ccc(F)cc3)CC2)CC1	-0.7%
CC12CCC(C(=O)NCc3ccc4c(c3)OCO4)(OC1=O)C2(C)C (centres undefined)	-5.8%
Cc1cc(C)c2cc(C#N)c(SCC(=O)NCc3ccco3)nc2c1	-1.7%
Cc1cc(NC(=O)c2noc3c2CCc2ccccc2-3)no1	9.1%
CN(CCc1ccccn1)S(=O)(=O)c1ccc2c3c(cccc13)C(=O)N2	-4.1%
CCn1c(/N=C/c2c[nH]c3ccccc23)nc2ccccc21	-6.6%
O=C(Nc1ccc(Oc2ccccc2)cc1)C1CCCN(c2ncccn2)C1 (centres undefined)	7.5%
Cc1ccsc1C(=O)OCC(=O)c1cc(C)n(CC2CCCO2)c1C (centres undefined)	-4.8%
CC1=C(C(N)=O)C(c2ccc(Cl)cc2Cl)n2ncnc2N1 (centres undefined)	12.4%
O=C(Nc1ccc(O)cc1)C1CCCN1S(=O)(=O)c1ccc(F)cc1 (centres undefined)	10.4%
O=C(OCc1cc2ccccc2[nH]c1=O)c1cccnc1	-2.4%
Cc1occc1-c1nnc(SCC(=O)NCC2CCCO2)n1C (centres undefined)	2.7%
Cc1cccc(NCc2ccccc2O)n1	1.1%
CCN(CC)CCNC(=O)C(C(=O)c1ccccc1)n1ccccc1=O (centres undefined)	-0.9%
Cc1nccn1CCc1n[nH]c(=S)n1Cc1ccccc1	-4.0%

Nothing new here: entries from further up.
SMILES	AmpC det inh
CC12CCC(C(=O)NCc3ccc4c(c3)OCO4)(OC1=O)C2(C)C (centres undefined)	-5.8%
Cc1cc(C)c2cc(C#N)c(SCC(=O)NCc3ccco3)nc2c1	-1.7%
Cc1cc(NC(=O)c2noc3c2CCc2ccccc2-3)no1	9.1%
CN(CCc1ccccn1)S(=O)(=O)c1ccc2c3c(cccc13)C(=O)N2	-4.1%
CCn1c(/N=C/c2c[nH]c3ccccc23)nc2ccccc21	-6.6%
O=C(Nc1ccc(Oc2ccccc2)cc1)C1CCCN(c2ncccn2)C1 (centres undefined)	7.5%
Cc1ccsc1C(=O)OCC(=O)c1cc(C)n(CC2CCCO2)c1C (centres undefined)	-4.8%

Additional structures follow:
SMILES	AmpC det inh
N#CCCn1c(=O)c(-c2ccccc2)nc2cnc(N3CCNCC3)nc21	0.2%
CCOC(=O)Cn1c(C)nc2c(C(=O)OCC)sc(C)c2c1=O	4.9%
COc1cccc(OC)c1C(=O)N1CCN(Cc2ccc3c(c2)OCO3)CC1	-0.7%
Cc1sc(NC(=O)c2ccccc2)c(C(=O)N2CCN(C)CC2)c1C	7.3%
COC(=O)[C@@H]1C[C@H]1[C@@H](N)c1ccccc1	-0.7%
O=C(COC(=O)c1cccs1)NCc1ccc2c(c1)OCO2	-2.3%
CCCCn1c(=S)[nH]c2c(oc3ccc(Cl)cc32)c1=O	1.0%
CC1(O)C[C@]2(C)N(O)C3CCCC[C@@H]3N2O1 (some centres undefined)	12.4%
CCCCCCc1ccc(-c2ccc(C#N)cc2)cc1	14.4%
c1ccc2c(c1)CCN(c1nc3ccccc3n3cnnc13)C2	8.9%
CSC(=O)NC12CC3CC(CC(C)(C3)C1)C2	0.3%
O=C(O)c1cc(-c2ccncc2)nc2ccc(F)cc12	0.0%
CCOc1ccc(S(=O)(=O)Nc2cccnc2)cc1	-3.9%
CCSC(C)CC1CC(=O)CC(=O)C1 (centres undefined)	0.4%
Clc1ccc(Cn2nnc(-c3ccc(N4CCOCC4)cc3)n2)cc1	12.0%
CCOCc1nnc(NS(C)(=O)=O)s1	2.2%
Cc1ccc(N(C(=O)C2CCC(=O)N2)C2(C(=O)NC3CCCCC3)CCCCC2)cc1 (centres undefined)	-3.7%
COC(=O)N1[C@H](C)C=C[C@]1(Cc1ccccc1)C(=O)NCc1ccccn1	8.7%
NC(N)=NC(N)=Nc1c(F)c(F)c(F)c(F)c1F	-2.3%[5.75 µM]
O=C(c1cnc2sccn2c1=O)N1CCc2ccccc2C1	-3.6%
Cc1c(C(=O)O)oc2ccc(S(=O)(=O)N3CCCCC3C(=O)O)cc12 (centres undefined)	10.8%
O=C(Nc1ccccc1N1CCCC1)c1cccnc1	-1.8%
Cn1nc(C(C)(C)C)cc1C(=O)Nc1nc2c(s1)C(=O)CC(C)(C)C2	5.8%
Cc1ccc(S(=O)(=O)N2c3ccccc3NC(=O)C2CC(=O)Nc2ccccc2)cc1 (centres undefined)	-2.0%
CCn1c(C)nc2cc(-c3nnc(-c4c(-c5ccccc5)noc4C)o3)ccc21	-1.4%
O=C(Nc1ccc(Cc2ccncc2)cc1)c1ccc(S(=O)(=O)N2CCOCC2)cc1	-1.5%
COc1ccc(N2CCN(C(=O)CSc3nnc(Cn4nnc5ccccc54)n3C)CC2)cc1	-7.7%
CCNc1ncc2nc(-c3cc(F)cc(F)c3)c(=O)n(CCOC)c2n1	-0.4%
Cn1nnnc1SCc1cccc(CSc2nnnn2C)n1	-3.0%
COC(=O)C(C)Sc1nc(-c2ccc(OC)cc2)nc2c1c(=O)n(C)c(=O)n2C (centres undefined)	-3.6%
O=C(CCc1nc2ccccc2[nH]1)N1CCN(C(=O)c2ccco2)CC1	10.8%
COc1ccc(N(CC(=O)NC2CCCC2)C(=O)CCC(=O)Nc2cc(C)on2)c(OC)c1	-4.5%
COC(=O)c1cc(OC)c(OC)cc1NC(=O)CCC1CCCC1	-3.5%
CCCn1ncc(C(=O)O)c1C	0.8%
O=C(CSc1ncnc2nc[nH]c12)NCCc1ccccc1	6.8%
Cc1ccc(CNC(=O)CCNS(=O)(=O)c2ccc3c(c2)c(=O)n(C)c(=O)n3C)cc1	8.8%
CN(C)C(=O)CSc1nnc([C@@H](N)Cc2ccccc2)o1	-0.9%
COc1ccc(OC)c(-c2csc(N(Cc3ccco3)C(=O)c3cccs3)n2)c1	12.8%
CC(C)CNC(=O)CSc1nnc(CN2CCCCCC2=O)n1-c1ccccn1	-4.9%
CCOC(=O)C1CCN(C(=O)c2ccc(Cl)c(NC3=NC4CS(=O)(=O)CC4S3)c2)CC1 (centres undefined)	11.8%
Cn1c(SCC(=O)NCc2cccs2)nnc1-c1cccs1	-2.9%
Cc1ccc(NC(=O)CC2SCCNC2=O)cc1Cl (centres undefined)	-1.1%
CCOC(=O)C1=C(C)Nc2ncnn2C1c1c[nH]c2ccccc12 (centres undefined)	13.1%
CCOC(=O)N1CCC(NC2CCCCCCC2)CC1	2.7%
CCCCCn1c(CN(C)Cc2ccccc2)nc2c1c(=O)n(C)c(=O)n2C	-2.6%
CCN(CC)c1ccc(C(NC(C)=O)NC(C)=O)cc1	-2.0%
CCc1ccc2c(COn3nnc4ccc(S(=O)(=O)N(C)C)cc43)cc(=O)oc2c1	0.7%
CC(=O)OCC1=C(C(=O)[O-])N2C(=O)[C@@H](NC(=O)CCC[C@@H](N)C(=O)[O-])[C@@H]2SC1.[Zn+2]	-0.7%
O=C(O)CCCC(=O)N1CCN(c2nc(-c3ccccc3)c3ccccc3n2)CC1	11.5%
O=C(O)c1ccc(NS(=O)(=O)Cc2ccccc2)cc1	-4.5%[5.75 µM]
O=c1[nH]c2cc3c(cc2cc1C(c1nnnn1Cc1ccccc1)N1CCN2CCCC2C1)OCCO3 (centres undefined)	1.1%
Cc1c(NC(=O)c2ccccc2N)cccc1C(=O)O	1.1%
CCOc1ccc(N2C(=O)CC(SC(=NC)Nc3cccc(F)c3)C2=O)cc1 (centres undefined)	-4.6%
O=c1cc(-c2ccccc2)c2ccccc2[nH]1	-2.0%
COC(=O)c1nc(-c2ccc(C)cc2)oc1N(C)C	-4.4%
O=C(NCc1ccco1)c1cnn2c(C(F)(F)F)cc(-c3cccs3)nc12	-6.2%
CC1CCc2nn(CC(=O)Nc3ccc(F)cc3F)cc2C1 (centres undefined)	0.9%
CCOc1ccccc1C(=O)N1CCN=C1SC	-3.4%
CCn1nnc(-c2ccccc2NS(=O)(=O)c2ccc(C(=O)OC)cc2)n1	0.1%
CCc1ccc(NC2=NCC(=O)N2c2ccc3c(c2)OCCO3)cc1	0.1%

Reprinted from the part before: 3 compounds, followed by the next part.
SMILES	AmpC det inh
CCOc1ccccc1C(=O)N1CCN=C1SC	-3.4%
CCn1nnc(-c2ccccc2NS(=O)(=O)c2ccc(C(=O)OC)cc2)n1	0.1%
CCc1ccc(NC2=NCC(=O)N2c2ccc3c(c2)OCCO3)cc1	0.1%
O=C(CN1CCN(S(=O)(=O)c2ccc(F)cc2)CC1)Nc1ccc2c(c1)OCCO2	22.4%
Cc1noc(C)c1S(=O)(=O)Nc1ccc(C(=O)N2CCN(c3ccc(Cl)cc3)CC2)cc1	-1.4%
C=C1Cn2c(nnc2-c2ccc(Cl)cc2)S1	11.5%
CCOC(=O)CSc1nc2ccccc2c(=O)n1CC1COc2ccccc2O1 (centres undefined)	-1.2%
COc1ccccc1N(C(=O)c1snc(C(N)=O)c1N)C(C(=O)NC1CCCC1)c1ccco1 (centres undefined)	16.4%
CCN(CC)c1nc(Nc2ccccc2)nc(Oc2ccc(=O)n(C)n2)n1	10.3%
CCCCNC(=O)C(c1ccc(OCC(=O)OC)c(C(=O)OC)c1)N(CCC1=CCCCC1)C(=O)CCCCCN1C(=O)NC(c2ccc(-c3ccccc3)cc2)C(C(=O)OCc2ccccc2)=C1C (centres undefined)	16.5%
Cc1ccc2c(C(=O)CN3CCN(c4ccccc4)CC3)c(C)[nH]c2c1	-6.2%
Cc1cccc(CS(=O)(=O)Cc2ccc(C(=O)O)o2)c1	-3.6%
CC(Oc1ccccc1)C(=O)NC1CCN(Cc2ccccc2)CC1 (centres undefined)	-3.0%
CC(=O)N1CCc2cc(S(=O)(=O)NC(C(=O)NCc3ccccc3)C(C)C)ccc21 (centres undefined)	-1.8%
C=CCn1c(SCC(=O)c2ccc(CNC(C)=O)o2)nc2scc(C3CC3)c2c1=O	-1.8%
Cc1ccc(-c2nc3cnccn3c2Nc2ccc3c(c2)OCCO3)o1	2.9%
O=C(NCc1ccc2c(c1)OCO2)C(c1ccco1)N(C(=O)c1csnn1)c1ccccc1 (centres undefined)	1.9%
COc1ccccc1Cn1c(=O)[nH]c2cccnc21	1.3%
c1ccc2c(CN3CCN(Cc4c[nH]c5ccccc45)CC3)c[nH]c2c1	-2.2%[5.75 µM]
Cc1ccccc1OCCNC(=O)CNC(=O)c1ccccc1O	-0.7%
N#Cc1c(C(F)(F)F)cc(-c2ccccc2)nc1SCc1nc(N)nc(N2CCOCC2)n1	0.7%
N#CCCN1CCN(CCC#N)CC1	-1.9%
NC(=O)CCn1nc(-c2ccccc2)c2ccccc2c1=O	-3.5%
COc1ccccc1CN1CCC2(CC1)CCN(C(C)=O)CC2	3.2%
CS(=O)(=O)N1CCc2cc(C(=O)OCC(=O)c3ccccc3)ccc21	-3.1%
COc1ccc2[nH]c(=O)c(CN(Cc3nnnn3Cc3ccccc3)CC3CCCO3)cc2c1 (centres undefined)	-0.5%
O=C1CC(N2CCN(c3ccccc3Cl)CC2)C(=O)N1c1ccccc1 (centres undefined)	-6.0%
Cc1nc2ccccc2n1-c1nc(-c2ccco2)cc(C(F)(F)F)n1	10.7%
COCCNc1nc(=S)[nH]c2cc(OC)c(OC)cc12	-0.3%
O=C(c1cnn2c(C(F)(F)F)cc(-c3ccco3)nc12)N1CCCc2ccccc21	-2.8%
COc1ccc(CNC(=O)[C@H]2C[C@@H]2[C@H](NP(=O)(c2ccccc2)c2ccccc2)c2ccccc2)cc1OC	1.9%
CCCCOC(=O)C1=C(C)Nc2ncnn2C1c1cc(OC)c(OC)cc1OC (centres undefined)	4.8%
Oc1ccc2ccccc2c1CN1CCN(c2ccccc2F)CC1	12.6%

Brought forward from above: two compounds; new compounds follow.
SMILES	AmpC det inh
CCCCOC(=O)C1=C(C)Nc2ncnn2C1c1cc(OC)c(OC)cc1OC (centres undefined)	4.8%
Oc1ccc2ccccc2c1CN1CCN(c2ccccc2F)CC1	12.6%
Nc1nc2c(nc(Br)n2[C@@H]2O[C@H]3COP(=O)(O)O[C@@H]3[C@H]2O)c(=O)[nH]1	-1.5%
O=C(NCC1CCCO1)c1ccc2c(c1)C(=O)N(C1CCCCC1)C2=O (centres undefined)	10.4%
CN(C)c1ccc(C(c2nnnn2C2CCCCC2)N2CCN(C(=O)c3ccco3)CC2)cc1 (centres undefined)	-0.7%
CCOc1cccc(-c2nnc(SCC(=O)Nc3cccc(OC)c3)n2N)c1	-1.4%
COc1ccc2nc(NC(=O)c3ccoc3C)sc2c1	-5.4%
CCOC(=O)C1CCN(S(=O)(=O)c2ccc3[nH]c(=O)oc3c2)CC1	13.0%
CCCCC(=O)Nc1nn(CCC)c2nc3ccccc3cc12	-3.7%
CCCCOc1ncnc2c1[nH]c1ccccc12	-4.9%
